AmpC inh no detg = blocks E. coli AmpC beta-lactamase in detergent-free assay. P00811. AmpC nitrocefin hydrolysis, absorbance 480 nm, 0.0001% Triton. Potency, µM (series often up to 57.1 µM), for inactives: at the highest dose activity change, negative = inhibition, actives largely listed as inhibitors. 0.52% of 330,000 active. AID 485341;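 further: potency means the concentration at half of the fitted maximal effect; plate controls were no compound for no effect and no enzyme for full effect; nearly all actives have a fitted effect of over 20% in size; some results filed as inactive show a strong effect at the top dose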
Target sequence (P00811 whole entry, looked up): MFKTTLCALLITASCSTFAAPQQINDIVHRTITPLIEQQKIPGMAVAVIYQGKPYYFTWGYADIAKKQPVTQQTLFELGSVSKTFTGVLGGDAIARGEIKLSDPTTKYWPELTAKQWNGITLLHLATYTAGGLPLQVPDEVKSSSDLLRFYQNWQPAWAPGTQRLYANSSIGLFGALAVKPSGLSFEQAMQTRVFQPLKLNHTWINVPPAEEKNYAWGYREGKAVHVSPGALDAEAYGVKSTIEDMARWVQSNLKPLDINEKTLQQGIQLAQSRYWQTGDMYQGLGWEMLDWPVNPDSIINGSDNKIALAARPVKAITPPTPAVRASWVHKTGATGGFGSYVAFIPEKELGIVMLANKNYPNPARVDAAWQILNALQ
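AmpC (5.3 nM in the dispensed reagent) in 20 mM phosphate pH 7.0 with 0.01% (detergent screen) or 0.0001% Triton X-100 was preincubated with compounds for 15 min at room temperature. Nitrocefin was then added from an 800 uM solution, and hydrolysis was followed at 480 nm.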
AmpC inh detg = AmpC beta-lactamase inhibition with detergent present; P00811; AmpC hydrolysis of nitrocefin, absorbance 480 nm, 0.01% Triton; Potency, µM (highest dose often 114 µM), for the others: at the top dose activity change, negative = inhibition, usual class: inhibitors; 0.041% of 370,000 active;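 further: potency means the concentration at half of the fitted maximal effect; 0% = no-compound wells and -100% = no-enzyme wells; nearly all actives have a fitted effect of over 25% in size; some results filed as inactive show a strong effect at the top dose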
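20 mM phosphate pH 7.0 + 0.01% (detergent screen) or 0.0001% Triton X-100; 5.3 nM AmpC reagent; cpd preinc 15 min RT; nitrocefin (800 uM stock) to start; A480 q20 s × 4 min; Activity was normalised to no-enzyme and no-compound control wells.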
HCMV inh = human cytomegalovirus inhibition | 4.5% of 410,000 active | AID 1259415 | HFF cells, HCMV-luciferase reporter, 72 h; stronger effect = lower value | activity change, negative = inhibition, % at 57.5 µM; in the data active means activity change below about -60%; inconclusive means no clear call, values can overlap the other calls; inactive means above about -39%
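Inhibition of viral replication was scored as loss of reporter luminescence in HFFs infected with HCMV-luciferase (MOI 1 PFU/cell) for 72 h; compounds tested at 2 doses, normalized to buffer and Salinomycin controls.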
Sm TGR block = inhibitors of Schistosoma mansoni thioredoxin glutathione reductase; purified TGR, DTNB reduction, TNB absorbance 405 nm; 3% of 360,000 active; Q962Y6; Potency, µM (titrated, usually from 114 µM), inactives show at the highest dose activity change, negative = inhibition, most hits filed as inhibitors; further: potency means the concentration at half of the fitted maximal effect; nearly all actives have a fitted effect of over 60% in size
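Kinetic colorimetric format: TGR-catalysed, NADPH-driven DTNB reduction monitored via TNB absorbance. Enzyme dispensed at 20 nM; compound exposure 15 min at room temperature before reaction start.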
AMA1-RON2 inh = AMA1-RON2 (P. falciparum) interaction inhibition; AlphaScreen AMA1-biotinylated RON2 peptide binding; Potency, µM (doses to about 58.2 µM), without a hit: at the top dose activity change, negative = inhibition, usual class: inhibitors; 0.2% of 360,000 active;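 further: potency means the concentration at half of the fitted maximal effect; 0% = vehicle wells and -100% = peptide control; nearly all actives have a fitted effect of over 45% in size; some results filed as inactive show a strong effect at the top dose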
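AMA1 (3D7) with his tag at 25 nM final met compounds first, then biotinylated RON2 peptide at 25 nM; detection used donor plus acceptor beads, 10 µg/mL apiece, read by AlphaScreen after 30 min at room temperature.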
TbPYK inhibitor = inhibitors of Trypanosoma brucei pyruvate kinase; 0.12% of 410,000 active; AID 624173; Potency, µM (doses to about 76.8 µM), inactives show at the top dose activity, negative = inhibition, usual class: inhibitors; TbPYK enzyme, Kinase-Glo Plus ATP luminescence, 45 min; Q57TT1; further: potency means the concentration at half of the fitted maximal effect; nearly all actives have a fitted effect of over 50% in size
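Quantitative HTS: titrated library compounds versus trypanosomal pyruvate kinase in TEA buffer (pH 7.2) containing KCl, MgCl2, BSA and Tween-20. Reactions were initiated with ADP, 130 uM final. Kinase-Glo Plus luminescence was read after 45 min at RT.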
LmPK inhibitor = inhibitors of Leishmania mexicana pyruvate kinase | Q27686 | purified LmPK, Kinase-Glo ATP luminescence, 1 h | Potency, µM (titrated, usually from 57.5 µM), for inactives: at the top dose activity change, negative = inhibition, actives largely listed as inhibitors | 0.37% of 290,000 active | AID 1721; further: potency means the concentration at half of the fitted maximal effect
Target sequence (Q27686 whole entry, looked up): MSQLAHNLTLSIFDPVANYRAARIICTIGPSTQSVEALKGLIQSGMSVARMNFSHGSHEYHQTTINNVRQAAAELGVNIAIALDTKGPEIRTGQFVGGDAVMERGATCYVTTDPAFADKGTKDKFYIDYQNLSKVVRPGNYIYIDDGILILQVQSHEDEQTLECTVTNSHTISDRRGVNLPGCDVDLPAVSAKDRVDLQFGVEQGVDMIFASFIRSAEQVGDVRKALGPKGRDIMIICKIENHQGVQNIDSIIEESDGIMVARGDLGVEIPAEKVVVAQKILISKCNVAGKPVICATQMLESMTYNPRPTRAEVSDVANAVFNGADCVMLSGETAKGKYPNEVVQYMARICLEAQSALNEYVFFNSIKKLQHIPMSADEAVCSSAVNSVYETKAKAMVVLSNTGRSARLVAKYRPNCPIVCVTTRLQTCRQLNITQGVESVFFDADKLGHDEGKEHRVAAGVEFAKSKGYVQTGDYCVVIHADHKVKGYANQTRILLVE
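ATP generated from ADP (0.1 mM) and PEP (0.5 mM) by 0.1 nM LmPK over 1 h at room temperature (pH 7.2 imidazole buffer) was detected by coupled luciferase luminescence. Values were normalized to uninhibited and no-enzyme wells.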
* hit, by the source's call; ? = inconclusive; . = no result given; [ ] = dose if it differs, or a comment. Unless noted, the call rests on the fitted dose curve; in most records, active means well fitted curve in the direction sought with a large enough effect; inconclusive means small, poorly fitted or top-dose-only effect, or another doubt; inactive means no such curve, though single readings can be large; an effect the other way counts as inactive or inconclusive. Unless noted, on the % scale 0 is the no-effect control and ±100 the full control effect. Compounds were not picked by outcome; any-hit rate near 7.4%.

Start of the listing, in advance:
SMILES	AmpC inh no detg	AmpC inh detg	HCMV inh	Sm TGR block	AMA1-RON2 inh	TbPYK inhibitor	LmPK inhibitor
Cc1ccccc1OCCC(=O)N(CC(C)C)c1c(N)n(Cc2ccccc2)c(=O)[nH]c1=O	-19%	0%	?	0%	17%	-8%	.
CCc1ccc(NC(=O)c2ccccc2Br)cc1	-22%	0%	23	-1%	-8%	4%	1%

All compounds of this part, previewed entries included:
SMILES	AmpC inh no detg	AmpC inh detg	HCMV inh	Sm TGR block	AMA1-RON2 inh	TbPYK inhibitor	LmPK inhibitor
Cc1ccccc1OCCC(=O)N(CC(C)C)c1c(N)n(Cc2ccccc2)c(=O)[nH]c1=O	-19%	0%	?	0%	17%	-8%	.
CCc1ccc(NC(=O)c2ccccc2Br)cc1	-22%	0%	23	-1%	-8%	4%	1%
N#C/C(=C\c1sc(N2CCOCC2)nc1-c1ccccc1)C(=O)Nc1cccc2ccccc12	-7%	-2%	.	-1%	.	.	3%
O=C(CCCn1c2ccccc2c(=O)c2ccccc21)Nc1ccc(F)cc1Cl	.	2%	-4	-3%	.	-6%	.
C=CCNC(=O)CCC(=O)NNc1nc2ccccc2c2nc(-c3ccccc3)nn12	130%[activator]	?	26	-2%	93%[activator]	8%	0%
COc1cc(-c2nnc(CSc3nc4ccccc4s3)o2)cc(OC)c1OC	101%[activator]	-9%	.	7%[11.4 µM]	.	.	3%
O=C(c1nc2ncccn2n1)N1CCN(c2ccc(F)cc2)CC1	-7%	-11%	15	-1%	-6%	-1%	-1%
CC1CCCC(NC(=O)COc2ncnc3ccccc23)C1C (stereo unspecified)	-15%	.	-19	.	15%	5%	.
O=C(CCNC(=O)C1CCN(S(=O)(=O)c2ccccc2)CC1)NCc1ccc(Cl)cc1	7%	-9%	-11	-1%	18%	-13%	-9%
Cn1c(=O)n(C)c2cc(N3CCOCC3)c(NC(=O)c3ccc(F)cc3)cc21	29%	-3%	-19	-10%	1%	-3%	6%
Cc1csc2nc(O)c(C(=O)NCCCN3CCCC3=O)c(=O)n12	3%	?	-16	-6%	3%	-2%	.
COc1ccc(S(=O)(=O)N2CCC(C(=O)NCCc3ccc4c(c3)OCO4)CC2)cc1	5%	?	8	-9%	7%	1%	1%
COc1ccc(C(=O)C2CCCN(Cc3cccc4c3OCO4)C2)cc1OC (stereo unspecified)	31%	3%	-15	-5%	-7%	-5%	6%
Cc1c(NC(=O)CSc2ncnc3ccccc23)c(=O)n(-c2ccccc2)n1C	-7%[11.4 µM]	?	11	0%	-1%	-1%	8%
Cc1ccc(S(=O)(=O)N2CCCCC2)cc1C(=O)N1C(C)CCCC1C (stereo unspecified)	50%	.	-20	.	12%	4%	.
N=C1C(c2ccccc2)=C(O)CN1c1cccc(S(=O)(=O)N2CCOCC2)c1	-5%	-3%	-39	-1%	6%	-12%	4%
CCOC(=O)CNC(=O)Cn1cnc2c(nnn2-c2ccc(C)cc2)c1=O	1%	-2%	2	0%	28%	14%	-1%
N#Cc1cccc(-n2nnnc2-c2ccccn2)c1	-12%	0%	19	2%	-2%	-1%	-7%
O=C(NC(=S)NNC(=O)c1ccccc1O)c1ccccc1	-26%	-4%	119	-10%	-61%	-5%	2%
Cc1cc(C(F)F)n2nc(C(=O)Nc3ccc(F)cc3F)nc2n1	-15%	?	-11	-1%	12%	1%	0%
OCCNc1nc(C2CC2)nc2c1nnn2Cc1ccccc1Cl	42%	?	-30	0%	0%	-15%	4%
Cn1c(-c2c(N)n(-c3ccccc3)c3nc4ccccc4nc23)nc2ccccc21	29%	-4%	22	2%	120%[activator]	-15%	8%
COc1cc(OC)c(C(=O)NC2CCCCCC2)cc1OC	4%	-12%	16	-8%	0%	-2%	2%
CC(C)Nc1ncnc2c1nnn2Cc1ccccc1	1%	5%	45	5%	-11%	3%	3%
O=C(OCC(=O)N1CCN(c2ccccc2)CC1)c1ccc(O)cc1O	-21%	-7%	-2	-4%	6%	2%	-4%
COc1ccc(C(=O)c2[nH]c(N)c(C(=O)NCCc3c[nH]c4ccccc34)c2-c2ccc(OC)c(OC)c2)cc1	.	.	90	.	16%	5%	.
Cc1ccc(C)c(C(=O)CCC(=O)Nc2cccnc2)c1	-21%	3%	-19	0%	0%	-2%	2%
Brc1ccccc1-c1csnn1	-7%	-14%	29	7%	-2%	4%	-5%
O=C(Nc1ccc2nc(SCC(=O)N3CCCc4ccccc43)sc2c1)c1ccc(Cl)cc1	.	19%	96	9%	.	0%	.
O=C(C1=C(O)C(=O)N(CCN2CCOCC2)C1c1cccc(F)c1)c1cc2ccccc2o1 (stereo unspecified)	-8%	-1%	7	45µM*	9%	0%	9%
Cn1nnc(C(O)CN2CCOCC2)n1 (stereo unspecified)	-11%	0%	-11	0%	-11%	-3%	1%
Cc1nnc2ccc(-c3ccc(NS(=O)(=O)c4ccccc4[N+](=O)[O-])cc3)nn12	-14%	2%	170	1%	-10%	1%	.
COc1cccc(C(=O)Nc2ccc(NC(=O)C3C4C=CC(C4)C3C(=O)O)cc2)c1 (stereo unspecified)	-30%	4%	69	11%	-7%	1%	-2%
CCc1c(C)sc(NC(=O)c2ccccc2[N+](=O)[O-])c1C(N)=O	-25%	0%	29	-9%	-16%	-4%	-2%
COc1ccc([N+](=O)[O-])cc1N(CC(O)CN1CCCCC1)S(=O)(=O)c1ccccc1 (stereo unspecified)	33%	-9%	-24	.	-15%	1%	-4%
COc1ccc(NCC(=O)NN=C2CCS(=O)(=O)c3ccc(F)cc32)cc1	-27%	.	-22	.	-2%	-4%	.
O=S(=O)(N/N=C\c1ccc2c(c1)OCO2)c1ccc(F)cc1	-50%	?	8	3%	8%	-4%	4%
C#CCn1c(=NC(=O)c2ccccc2[N+](=O)[O-])sc2cc(S(C)(=O)=O)ccc21	-26%	?	-21	-2%	11%	0%	3%
O=C(N1CCC(O)(c2cccnc2)CC1)C12CC3CC(CC(C3)C1)C2	58%	-9%	15	5%	-7%	4%	-4%
COc1cc(/C=C2\SC(=Nc3ccc(Cl)c(C(=O)O)c3)NC2=O)c(Br)c(Br)c1O	-17%	-12%	-2	?	-9%	?	?

Fetched one by one from the entries so far:
SMILES	AmpC inh no detg	AmpC inh detg	HCMV inh	Sm TGR block	AMA1-RON2 inh	TbPYK inhibitor	LmPK inhibitor
Cc1nnc2ccc(-c3ccc(NS(=O)(=O)c4ccccc4[N+](=O)[O-])cc3)nn12	-14%	2%	170	1%	-10%	1%	.
O=C(N1CCC(O)(c2cccnc2)CC1)C12CC3CC(CC(C3)C1)C2	58%	-9%	15	5%	-7%	4%	-4%
C#CCn1c(=NC(=O)c2ccccc2[N+](=O)[O-])sc2cc(S(C)(=O)=O)ccc21	-26%	?	-21	-2%	11%	0%	3%

More structures
SMILES	AmpC inh no detg	AmpC inh detg	HCMV inh	Sm TGR block	AMA1-RON2 inh	TbPYK inhibitor	LmPK inhibitor
Cc1ccc(C)c(NC(=O)Nc2csc3c2CCCC3)c1	.	21%	?	-2%	.	-1%	.
Cc1cccc2cc(CN(CCCN3CCOCC3)Cc3nnnn3C(C)(C)C)c(=O)[nH]c12	29%	?	-11	?	13%	-1%	2%
CN(C)CCNC(=O)Cn1nc(-c2ccc(Cl)cc2)ccc1=O	19%	?	4	33%	2%	-1%	4%
Brc1cc2c(cc1C1Nc3ccccc3C3C=CCC31)OCO2 (stereo unspecified)	-59%	-15%	38	-2%	-8%	-2%	1%
CCCCCc1nnc(NC(=O)CN2C(=O)C3CCCCC3C2=O)s1 (stereo unspecified)	48%	3%	43	-1%	28%	7%	3%
O=C1C=C(NCc2ccc(Cl)cc2Cl)C2(CCCCC2)O1	-21%	0%	-8	-7%	-4%	-3%	3%
Cn1c(SCC(=O)N2CCc3ccccc3C2)nnc1-c1ccncc1	-26%	-9%	18	-12%	13%	-10%	2%
O=C(NNC1=NCCC1)c1cccc(S(=O)(=O)N2CCCC2)c1	-28%	-2%	6	0%	-17%	-21%	2%
Cc1cc(C)c(NC(=O)CS(=O)CC(=O)NCCCc2ccccc2)c(C)c1 (stereo unspecified)	38%	?	-18	-21%	-6%	-8%	3%
CCc1cccc(NC(=O)C2CCCN(c3ncnc4onc(-c5ccc(F)cc5)c34)C2)c1 (stereo unspecified)	.	-5%	-8	1%	.	-12%	.
NC(=O)C1(N2CCCCC2)CCN(Cc2ccccc2Cl)CC1	-25%	?	-32	-3%	0%	4%	2%
Cc1ccc(NC(NC(=O)c2ccccn2)C(Cl)(Cl)Cl)cc1 (stereo unspecified)	28%	?	81	-12%	-6%	-3%	4%
CCOP1(=O)C=C(C(C)(C)C)OC1c1ccc(F)cc1 (stereo unspecified)	-19%	8%	-19	-1%	-6%	-7%	-6%
COc1ccccc1OCC(=O)Nc1nnc2n1CCS2	.	-5%	1	5%	.	-3%	.
CCc1cccc(NC(=O)CN2C=NS(=O)(=O)c3ccccc32)c1	.	7%	13	-1%	.	-6%	.
CC(C)NC(=O)C(=O)NC1CCCCCC1	-13%	?	19	8%	7%	-1%	5%
CCOC(=O)C(C(=O)N(C)Cc1ccccc1)C1CCCCC1 (stereo unspecified)	33%	1%	5	17%	-6%	-1%	-2%
COc1ccc(NC(=O)CSc2nnc(NC(=O)Nc3ccccc3)s2)cc1OC	.	0%	29	15%	.	-4%	.
Cc1ccc(-c2nn(-c3ccccc3)cc2C(=O)O)o1	-31%	-5%	.	20µM*	.	.	5%
Fc1ccc2nc3n(c2c1F)CCCCCC3	-7%	?	-2	-1%	-2%	5%	-2%
Cc1cccc(NC(=O)C2CCCN(C(=O)NCc3ccccc3)C2)c1C (stereo unspecified)	-1%	-8%	-32	-4%	1%	-6%	0%
CCCn1c(=O)c2[nH]cnc2n(-c2ccccc2C)c1=O	-20%	6%	12	0%	8%	-2%	0%
CC(=O)C[C@H](O)CC(=O)[C@@H]1OC(=O)CCCCCc2ccccc21	-18%	.	9	.	-3%	-8%	.
O=C(O)CCn1c(=O)c2ccccc2c2ccccc2c1=O	-8%	-2%	-101*	15%	13%	-3%	1%
O/N=C(/c1ccc(Cl)cc1)C1CC1c1ccccc1 (stereo unspecified)	-27%	5%	-20	7%	-1%	-14%	0%
CN(C)[C@@H]1C(=O)C(C(N)=O)=C(O)[C@@]2(O)C(=O)C3=C(O)c4c(O)cccc4[C@@](C)(O)C3C[C@@H]12 (stereo partly specified)	-32%	-18%	20	-21%	?	-5%	.
O=C(Nc1cc(Cl)ccc1N1CCCC1)C1=NN(c2ccccc2)C(=O)CC1	2%	?	?	-11%	-15%	-1%	-4%

Assay outcomes as filed in PubChem.
